Source: PubChem BioAssay (several laboratories)
thrombin 1536: human alpha-thrombin inhibitors, primary screen, counter-screen for coagulation protease inhibitor project, biochemical, 1536-well, fluorogenic AMC substrate; inhibition, % at 5 µM; 220,000 tested, 0.26% active; AID 1046, 2008; Boc-VPR-AMC fluorogenic substrate cleavage; Prothrombin (Homo sapiens), P00734;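 active means inhibition at or above 40%; inactive means inhibition below 40%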;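 further: 0% = enzyme with no compound and 100% = wells without enzyme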
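System – human alpha-thrombin protein · Reagent – Boc-VPR-AMC substrate, 15 µM final · Compound – 5 µM single dose in 0.2% DMSO · Schedule – reaction at room temperature · Technique – AMC fluorescence at 355 nm excitation and 460 nm emission · Read-out basis – % inhibition relative to enzyme controls and enzyme-free blanks · Control set – no-compound enzyme wells and no-enzyme blanks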
FXIIa inh: human FXIIa protease inhibitors, primary screen, biochemical, 1536-well. Coagulation factor XII (Homo sapiens), P00748. purified FXIIa, Boc-QGR-AMC fluorogenic substrate, 2 h. inhibition, % at 5 µM. 220,000 tested, 0.3% active. AID 800, 2007; in the data active means inhibition above about 40%;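 further: 0% = enzyme with no compound and 100% = blank without enzyme; many of its hits are not listed in these tables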
14-3-3 Bad PPI: inhibitors of 14-3-3 zeta/Bad binding, primary screen, biochemical, TR-FRET, bovine 14-3-3 zeta. 14-3-3 protein zeta/delta (Bos taurus), P63103. inhibition, % at 21.7 µM. TR-FRET 14-3-3zeta/Dy647-pBad peptide displacement, 1 h. AID 781, 2007. 220,000 tested, 0.71% active;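 active means inhibition above about 70%, limit read from the data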;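 further: 0% = full 14-3-3 plus peptide FRET controls and 100% = background without 14-3-3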
Target sequence (P63103 whole entry, looked up): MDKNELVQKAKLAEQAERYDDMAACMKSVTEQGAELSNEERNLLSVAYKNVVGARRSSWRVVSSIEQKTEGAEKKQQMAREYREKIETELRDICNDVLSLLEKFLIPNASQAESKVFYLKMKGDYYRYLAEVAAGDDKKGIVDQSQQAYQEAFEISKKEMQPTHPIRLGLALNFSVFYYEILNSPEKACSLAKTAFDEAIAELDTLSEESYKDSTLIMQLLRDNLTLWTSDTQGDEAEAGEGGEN
Runt-CBFb FRET: inhibitors of RUNX1 Runt–CBFb binding, primary screen, biochemical, FRET, Cerulean-Runt, Venus-CBFb, uHTS | Runt-related transcription factor 1 (Homo sapiens) + Core-binding factor subunit beta … | Cerulean-Runt/Venus-CBFb FRET ratio 530/480, 1 h | inhibition, % at 20 µM | 220,000 tested, 0.46% active | AID 1496, 2009;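 active means inhibition over about 50% at 20 µM in the single-dose screen, limit read from the data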;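 further: 0% = DMSO wells and 100% = excess unlabeled CBFb competitor control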
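Doses: 20 µM compound in 1% DMSO | Material: Cerulean-labeled Runt domain protein | Amount: Each fluorescent fusion protein 100 nM | Schedule: Two 1 h room-temperature incubations shielded from light | Measured by: FRET fluorescence | Evaluation: Loss of energy transfer signal | Controls: Unlabeled CBFb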
FXIa inh 1536: human FXIa protease inhibitors, primary screen, biochemical, 1536-well; 220,000 tested, 0.14% active; inhibition, % at 5 µM; purified FXIa, Boc-Glu-Ala-Arg-AMC fluorogenic substrate; Coagulation factor XI (Homo sapiens), P03951;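 active means inhibition of at least 40%; inactive means inhibition below 40%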;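 further: fluorescence of freed AMC excited at 355 nm; 0% = enzyme without compound and 100% = no enzyme blank; many of its hits are not listed in these tables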
KLK5 inh: human KLK5 protease inhibitors, primary screen, biochemical, 1536-well; Kallikrein-5 (Homo sapiens), Q9Y337; recombinant hK5, fluorogenic AMC substrate cleavage; inhibition, % at 5 µM; 210,000 tested, 0.59% active; AID 873, 2007;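 active means inhibition of 40% or more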;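 further: 0% = enzyme controls without compound and 100% = no-enzyme blanks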
Target sequence (Q9Y337 67-293 limits assumed): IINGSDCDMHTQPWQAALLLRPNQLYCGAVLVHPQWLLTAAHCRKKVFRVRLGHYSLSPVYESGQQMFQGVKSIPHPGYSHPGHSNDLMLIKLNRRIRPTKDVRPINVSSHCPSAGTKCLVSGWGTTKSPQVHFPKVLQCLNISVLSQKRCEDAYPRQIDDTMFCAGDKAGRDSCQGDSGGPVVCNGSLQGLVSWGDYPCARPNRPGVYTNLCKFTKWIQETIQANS
Hck Nef HTS: inhibitors of Nef-activated human Hck kinase, primary screen, biochemical, Z-Lyte FRET, 384-well, Hck-YEEI; Tyrosine-protein kinase HCK (Homo sapiens), P08631; Recombinant Hck-YEEI plus Nef, Z-Lyte FRET kinase assay; inhibition, % at 20 µM; 220,000 tested, 0.68% active;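 active means Hck-Nef kinase inhibition above about 50%, limit read from the data; inactive means inhibition below that limit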;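 further: 0% = DMSO with Hck plus Nef and 100% = Hck alone without Nef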
Runt-SMMHC FRET: inhibitors of RUNX1 Runt–CBFb-SMMHC binding, primary screen, biochemical, FRET, Cerulean-Runt, Venus-CBFb-SMMHC, uHTS | Runt-related transcription factor 1 (Homo sapiens) + Core-binding factor subunit beta … | Cerulean-Runt/Venus-CBFb-SMMHC FRET ratio 530/480, 1 h | inhibition, % at 20 µM | 220,000 tested, 0.74% active | AID 1434, 2008;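 active means mean inhibition across duplicate retests at 20 µM reaching about 50%, limit read from the data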;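 further: 0% = DMSO wells and 100% = wells with excess untagged CBFb-SMMHC; inhibitors lower the FRET ratio by blocking Runt binding to CBFb-SMMHC; some results filed as inactive read as strong as hits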
Wee1 degr inh: Wee1 degradation inhibitors, primary screen, cell-based, HeLa, Wee1K328M-luciferase, luminescence; Wee1-like protein kinase (Homo sapiens), P30291; HeLa Luc-Wee1K328M stability; 100% = proteasome inhibitor MG132 effect; reporter increase, % at 5 µM; 220,000 tested, 1.2% active; AID 1321, 2008;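 active means activation above the mean of all tested compounds plus 3 SD, set per screening run, cut at about 8.8% in these data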;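 further: cells exposed to compound for 20 h before luminescence read; 0% = DMSO alone and 100% = MG132 at 30 µM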
Target sequence (P30291 whole entry K328M): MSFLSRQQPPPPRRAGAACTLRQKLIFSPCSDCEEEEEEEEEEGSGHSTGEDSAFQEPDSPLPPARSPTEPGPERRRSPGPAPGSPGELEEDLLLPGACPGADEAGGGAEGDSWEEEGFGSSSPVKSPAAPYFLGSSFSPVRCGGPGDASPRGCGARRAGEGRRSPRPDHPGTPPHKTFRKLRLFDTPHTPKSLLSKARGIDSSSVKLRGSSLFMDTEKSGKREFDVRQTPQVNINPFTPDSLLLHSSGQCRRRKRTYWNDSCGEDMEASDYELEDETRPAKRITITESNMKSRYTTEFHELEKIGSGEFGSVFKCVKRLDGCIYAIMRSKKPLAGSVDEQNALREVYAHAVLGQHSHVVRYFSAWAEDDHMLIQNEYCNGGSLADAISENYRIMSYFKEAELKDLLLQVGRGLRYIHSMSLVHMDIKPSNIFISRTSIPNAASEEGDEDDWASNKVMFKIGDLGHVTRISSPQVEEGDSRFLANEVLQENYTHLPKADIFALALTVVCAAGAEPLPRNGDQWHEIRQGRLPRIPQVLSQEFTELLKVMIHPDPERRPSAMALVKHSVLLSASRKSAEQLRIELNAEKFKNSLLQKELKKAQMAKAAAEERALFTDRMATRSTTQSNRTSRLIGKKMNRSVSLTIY
* marks the source's active call; other numbers are inactive results; / = no result given; & = joins results of further samples; [ ] = another dose, or the depositor's remark.

SMILES	thrombin 1536	FXIIa inh	14-3-3 Bad PPI	Runt-CBFb FRET	FXIa inh 1536	KLK5 inh	Hck Nef HTS	Runt-SMMHC FRET	Wee1 degr inh
CCC(C)(C)NC(=O)C(c1cccs1)N(C(=O)c1ccn[nH]1)c1cccc(OC)c1 (stereo not drawn)	4	11	-19	0	-2	-5	7	4	1
O=S1(=O)C[C@@H](N2CCOCC2)[C@H](N2CCOCC2)C1	-2	3	-12[fluorescence artefact?]	/	-4	-27	0	1	1
Cc1ccc(S(=O)(=O)Nc2c(C)n(C)n(-c3ccccc3)c2=O)cc1	-2&1	3&9	-8&22	-2&2	-8&0	-6&-16	21&1	-2&3	-2&7
Cc1nnc(SCC(=O)N2CCOCC2)[nH]c1=O	-3	14	-5	0	1	-14	2	2	5
N#C/C(=C\c1cn(-c2ccccc2)nc1-c1cc2ccccc2o1)c1nc2ccccc2[nH]1	-7	14	-3	-100	11	-17	1	-56	5
Cn1nnnc1SCc1ccccc1[N+](=O)[O-]	4	20	1	/	4	-4	-1	0	0
CCOC(=O)CN(C(=O)Cn1nnc(-c2ccc(OC)cc2)n1)C(C(=O)NC1CCCC1)c1ccc(F)cc1 (stereo not drawn)	-6	-2	-7[fluorescence artefact?]	-1	-2	-5	3	-1	-3
COc1ccc(CC(=O)OCn2nnc3ccccc3c2=O)cc1	34	2	6	-3	2	6	0	-13	5
COc1cccc(C(=O)CN2C3=NCCCN3c3ccccc32)c1	4	20	-8	2	5	1	-1	0	0
COc1ccc(-c2csc(CCN3N=C(C)CC3=O)n2)cc1	2	7	-6	4	1	4	25	-8	-1
O=c1[nH]c(CSc2nc(-c3ccccc3)cs2)nc2ccccc12	-6	14	-19	0	5	-13	4	4	0
CN(C)CC(=O)Nc1ccc(S(N)(=O)=O)cc1	11	5	-13	2	5	-15	-1	0	-1
Cc1noc(C)c1S(=O)(=O)NCCN1CCN(c2ccccc2)CC1	2	7	-9	1	1	-20	-1	-1	0
Cc1cccc(N=Nc2ccc(O)c3ncccc23)c1	1	13	-2	-8	3	-76	1	-12	-1
CC(C)(C)c1ccccc1OCC(=O)NCCC(=O)O	2	16	-3[fluorescence artefact?]	-3	0	-1	6	0	2
Cc1onc(-c2c(F)cccc2Cl)c1C(=O)NC1=NCCS1	-3	2	5[fluorescence artefact?]	0	3	-7	-1	-2	2
COc1ccc(OC)c(Nc2nc(-c3sc(NC(=O)C(C)(C)C)nc3C)cs2)c1	4	6	53	6	5	-10	-1	3	-5
Cc1csc(CN(C)C(=O)CC2C(=O)NCCN2CC(C)(C)C)n1 (stereo not drawn)	-3	9	0	1	2	3	0	-3	-4
Cn1c(=S)oc2ccccc21	-6	7	-14	2	0	-3	19	0	-4
COc1cc(NC(=S)NNC(=O)CC(C)C)c(OC)cc1Cl	30	20	7	2	16	-13	-1	121	1
Cc1ccc2c(c1)C1CN(C)CCC1N2C(=O)COc1ccccc1F (stereo not drawn)	-3	3	7	2	0	1	17	-3	-1
CN(C)S(=O)(=O)N(Cc1ccc(Br)cc1)c1ccccc1	-2	-3	5	-1	5	-2	1	-6	-1
CCOC(=O)CC(Nc1nc(N2CCOCC2)nc(N2CCOCC2)n1)c1ccccc1Cl (stereo not drawn)	-7	-1	-8[fluorescence artefact?]	-10	-12	-2	2	-2	4
CC1CCC(NC(=O)Cn2c3c(c(-c4ccccc4Cl)cc2=O)CCC3)CC1 (stereo not drawn)	-1	15	-2	1	7	-28	20	5	-1
CCN(CCO)C(=O)CC1C(=O)NCCN1Cc1c(F)cccc1Cl (stereo not drawn)	2	10	-10	0	6	/	2	0	3
C=CCNC(=O)c1c(Cl)cccc1Cl	-1	9	9	-4	5	13	0	-12	-3
O=C(O)c1cn(Cc2ccccc2Cl)c2ccc(S(=O)(=O)N3CCOCC3)cc2c1=O	-6	6	2	-3	-1	11	22	3	-2
CCc1ccccc1NC(=O)c1ccc(Cn2cc([N+](=O)[O-])cn2)cc1	-6	10	3[fluorescence artefact?]	1	8	-9	2	4	-3
CCCCNc1nc2c(c(=O)n(C)c(=O)n2C)n1CCC	-3	11	-7	1	1	0	26	-2	/
CC(CCc1ccco1)NC(=O)Nc1cccc(F)c1 (stereo not drawn)	-2	16	-6	-1	2	-11	-1	3	0
O=C(Nc1cccc2ncccc12)c1ccc(OCc2ccccc2)cc1	2	7	-6	-2	-1	-5	-5	3	8
CC(C)COc1ccc(C(=O)Nc2ccc([N+](=O)[O-])cc2)cc1	-1	6	-4	3	0	2	4	0	-4
Cc1cc(C)cc(C(=O)N(c2ccccn2)C(C)c2ccco2)c1 (stereo not drawn)	-11	-7	-8[fluorescence artefact?]	0	0	-18	2	0	-1
Cc1ccc(NC(=O)CN(C)C(=O)Cn2cc(C(F)(F)F)cc(Cl)c2=O)cc1	-6	12	-2[fluorescence artefact?]	1	4	-2	2	0	-1
Cc1nnc(-c2cnn(C)c2N)n1Cc1ccc(Cl)cc1	0	-28	1	2	2	-4	3	0	1
COC(=O)CCC(=O)OC1(C)C(=O)C2=CN(CCCOC(C)C)C(c3ccc(OC)cc3)=CC2=C(Br)C1=O (stereo not drawn)	1	12	1	7	6	5	20	-4	/
Cc1cc(-c2nn(C)c(=O)c3ccccc23)cc(C)c1O	-4	9	0	-1	4	4	13	-2	7
C=CCn1c(SCC(=O)NC2CCCCC2)nnc1C1CCCCC1	-4	9	-4[fluorescence artefact?]	-2	-3	2	0	0	-1
O=C(NCc1ccco1)[C@@H]1CCCN1C(=O)c1cccs1	0	7	-14[fluorescence artefact?]	0	-2	-7	-3	4	0
Cc1cc(C)c2[nH]c(=O)c(CN(Cc3cccs3)C(=S)NCc3ccco3)cc2c1	-1	11	-12[fluorescence artefact?]	20	6	-22	4	0	-2
CN1CCN(CC#CCn2c3ccccc3c3ccccc32)CC1	0	26	3	0	17	-7	1	2	2
CC(=O)N1Cc2ccccc2CC1C(=O)N1CCN(c2ccccc2)CC1 (stereo not drawn)	5	0	-12	0	-2	-17	8	1	1
Oc1ccc(/C=N/NC(=S)Nc2cccnc2)cc1	4	16	-1	3	5	4	13	2	7
COC(=O)c1ccccc1NC(=O)NCCc1ccccc1OC	0	1	-1	-1	-4	-9	-4	-3	1
O=C(NNc1ccccc1F)C1CCC1	0	12	-4	1	4	0	12	2	-1
COc1ccc(OC)c(-c2cc(C3CCN(c4ncccc4[N+](=O)[O-])CC3)[nH]n2)c1	28	-20	-6	-5	-1	19	-1	0	1
COc1ccc(C(NC(=O)c2ccco2)c2ccc(OC)c(OC)c2)cc1 (stereo not drawn)	-7	-15	-2	0	-10	0	1	0	0
O=C(O)c1cc(S(=O)(=O)N2CCCCCC2)c(Cl)cc1Cl	-6	5	14	-3	-14	-32	1	4	0
Fc1ccc(C2=CC(c3ccco3)n3nnnc3N2)cc1 (stereo not drawn)	-2	4	-1	2	3	0	2	-4	2
COc1ccc(OC)c(NC(=O)CSc2nnnn2C)c1	-1	4	-3	-1	12	-22	0	-2	0

Some of the entries above, reformatted.
Each structure is followed by: thrombin 1536	FXIIa inh	14-3-3 Bad PPI	Runt-CBFb FRET	FXIa inh 1536	KLK5 inh	Hck Nef HTS	Runt-SMMHC FRET	Wee1 degr inh
- CN1CCN(CC#CCn2c3ccccc3c3ccccc32)CC1
→ 0	26	3	0	17	-7	1	2	2
- Fc1ccc(C2=CC(c3ccco3)n3nnnc3N2)cc1 (stereo not drawn)
→ -2	4	-1	2	3	0	2	-4	2

Later entries
SMILES	thrombin 1536	FXIIa inh	14-3-3 Bad PPI	Runt-CBFb FRET	FXIa inh 1536	KLK5 inh	Hck Nef HTS	Runt-SMMHC FRET	Wee1 degr inh
NC(=S)N/N=C/c1ccc2c(c1)OCCO2	/	9	-11	-118	1	-1	17	-6	-2
C#C[C@]1(O)CC[C@H]2[C@@H]3CCc4cc(O)ccc4[C@H]3CC[C@@]21C	-1	5	3	-2	2	-15	3	1	2
COc1ccc(C(=O)N2CCOC2CNC(=O)C(=O)NCc2ccc3c(c2)OCO3)cc1 (stereo not drawn)	6	5	0	0	-1	5	15	2	4
NNc1nc2ccc(F)cc2s1	22	36	16	24	17	43*	1	23	3
CCCC(=Nc1ccccc1)C1=C(O)C(C(=O)OC)C(C)(C)CC1=O (stereo not drawn)	2	11	13[fluorescence artefact?]	3	1	-15	1	-2	0
O=C(Nc1ccc(N2CCOCC2)cc1)c1cc(-c2ccncc2)nc2ccccc12	-1	11	-10	-2	7	2	6	-1	2
Cc1nn(CC#N)c(=O)n1-c1ccccc1	2	8	-2[fluorescence artefact?]	0	-8	5	4	-4	0
CCOC(=O)c1c(N)sc2c1CCCC2	-2	15	-12	5	-3	-13	0	-11	1
Cc1nc(NS(=O)(=O)c2ccccc2)sc1C(=O)NN	-6	7	8	/	3	6	21	/	-1
COc1ccc(OC)c(S(=O)(=O)N2CCc3ccccc32)c1	-4	2	-4	-2	2	-2	1	1	-2
COc1ccc2c(CC(=O)Nc3nccs3)coc2c1	-11	9	-3	-1	2	7	19	-8	-2
Cc1ccc(Cl)cc1N1CCN(C(=O)c2ccc3nc[nH]c3c2)CC1	0	12	-1	-2	2	-8	3	7	-2
Cc1nnc(SCc2nnc(-c3cccs3)o2)s1	-3	13	-10	1	1	3	-2	-2	-1
Cc1cc2cc(C)c(NCCNC(=O)c3ccccc3F)nc2cc1C	-4	14	13	3	-2	/	3	-2	-1
CCOCCCNC(=S)Nc1cc(C)cc(C)c1	22	10	-9	0	7	-12	0	5	2
COc1cc(Cc2ccc(N)c(OC)c2)ccc1N	-2	7	-4[fluorescence artefact?]	-3	0	-12	2	1	-1
CC(=O)OCC1=C(C(=O)O)N2C(=O)C(NC(=O)CCn3nc(C)c(Cl)c3C)C2SC1 (stereo not drawn)	-2	9	-6	2	-1	/	10	-1	8
Cn1c(CN2CCCCC2)nc2cc([N+](=O)[O-])ccc21	1	5	-1	1	-3	-9	2	0	0

Single records, as listed above. Order of values: thrombin 1536, FXIIa inh, 14-3-3 Bad PPI, Runt-CBFb FRET, FXIa inh 1536, KLK5 inh, Hck Nef HTS, Runt-SMMHC FRET, Wee1 degr inh
`Cn1c(CN2CCCCC2)nc2cc([N+](=O)[O-])ccc21` is listed with 1, 5, -1, 1, -3, -9, 2, 0, 0
`Cc1nnc(SCc2nnc(-c3cccs3)o2)s1` is listed with -3, 13, -10, 1, 1, 3, -2, -2, -1
